From PubChem BioAssay
Vif imaging = blocks HIV Vif function; HEK293T cells, Vif self-association by quenched fluorescence, imaging, 24 h; inhibition, % at 7.49 µM; 340,000 tested, 0.35% active; AID 602346; in the data active = inhibition above about 50%, passing the limit was not always enough; inconclusive = no clear call, values can overlap the other calls; inactive = below about 31%; also: some results filed as inactive read as strong as hits
CaV13 ICDI inh = Primary screen for inhibitors of IQ motif and Ca2+-dependent inactivation inhibitor domain binding in CACNA1D, Förster resonance energy transfer in living cells, …; 340,000 tested, 0.098% active; HEK cells, CFP/YFP FRET ICDI-IQ, plate reader, 10 min; percent FRET-ratio fall versus neutral wells; AID 743397; inhibition, % at 12.3 µM;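 active = mean replicate inhibition of at least 30% and at least 1% of replicates passing that level; inconclusive = only one of the two criteria is met; inactive = neither criterion is met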;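 also: 0% = median of the neutral control wells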
PDI inh = PDI (human) enzyme inhibition; P07237; PDI insulin aggregation turbidity, A650, 90 min; inhibition, % at 10 µM; 350,000 tested, 0.052% active;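 active = mean inhibition across replicates of 30% or more, whatever share of single replicates reach that level; inconclusive = mean inhibition below 30% while every single replicate reaches 30%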;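 also: absorbance from insulin aggregation driven by PDI reduction with DTT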
Target sequence (P07237 whole entry, looked up): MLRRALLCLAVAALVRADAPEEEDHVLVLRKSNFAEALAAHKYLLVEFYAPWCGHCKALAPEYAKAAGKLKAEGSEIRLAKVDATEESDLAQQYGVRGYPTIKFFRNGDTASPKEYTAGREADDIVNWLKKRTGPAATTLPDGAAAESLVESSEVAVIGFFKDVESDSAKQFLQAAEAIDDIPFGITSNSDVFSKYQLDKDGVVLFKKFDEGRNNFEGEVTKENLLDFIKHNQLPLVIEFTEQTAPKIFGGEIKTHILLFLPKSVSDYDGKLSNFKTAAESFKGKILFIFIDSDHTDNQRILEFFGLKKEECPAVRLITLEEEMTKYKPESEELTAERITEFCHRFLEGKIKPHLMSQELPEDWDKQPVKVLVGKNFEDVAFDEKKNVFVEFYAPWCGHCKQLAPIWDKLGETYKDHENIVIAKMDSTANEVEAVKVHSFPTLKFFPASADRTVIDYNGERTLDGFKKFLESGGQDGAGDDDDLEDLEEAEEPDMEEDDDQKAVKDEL
aDG glyco act = increases alpha dystroglycan glycosylation; activation, % at 10 µM; Pro5-aDG cells, alpha-DG glycosylation AlphaScreen (IIH6); 0% Pro5, 100% B10-LARGE cell signal; AID 624168; 360,000 tested, 0.22% active;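 active = activation of at least 8% versus controls, or a plate z-score of at least 8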;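 also: Pro5 are CHO cells carrying HIG-tagged alpha-DG that lacks glycosylation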
Glyco luc inh = N-linked glycosylation inhibition; 360,000 tested, 0.23% active; reporter increase, % at 12.5 µM; AID 588692; D54 ERlucT glycosylation luciferase reporter, 24 h; percent of 100 nM tunicamycin response;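 active = mean luciferase reporter signal, scaled so untreated is 0 and the glycosylation-blocking control 100, at or above a set limit in every replicate; inconclusive = mean reaches the limit but not every replicate does; inactive = mean below the limit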;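 also: luciferase carries N-glycosylation sites so blocking glycosylation raises the light; 0% = median of neutral control wells and 100% = median of 100 nM tunicamycin wells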
ABCB6 inh MLPCN = blocks the human ABCB6 transporter; Q9NP58; K562-ABCB6 porphyrin accumulation, flow cytometry, 1 h; active compounds read low; fluorescence ratio to DMSO, % at 10 µM; 360,000 tested, 0.19% active;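 active = fluorescence ratio to DMSO below 75%, the collection mean minus 3 SD; inconclusive = too few cells collected in the well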;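 also: signal is porphyrin accumulated inside mitochondria; 100% equals median channel fluorescence of DMSO control wells; lower ratio means ABCB6 inhibition with less porphyrin fluorescence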
m5-HT2A agonist = mouse HTR2A agonism via beta-arrestin recruitment. CHO-K1 mHTR2A beta-arrestin complementation, luminescence; percent of 30 µM serotonin response. activation, % at 7.6 µM. 360,000 tested, 0.66% active. P35363. AID 624169;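 active = activation above a run cutoff, the mean activation of all tested compounds plus 3 SD, cut at about 14% in these data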;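 also: 0% = plate median of compound wells and 100% = 30 µM serotonin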
Target sequence (P35363 whole entry, looked up): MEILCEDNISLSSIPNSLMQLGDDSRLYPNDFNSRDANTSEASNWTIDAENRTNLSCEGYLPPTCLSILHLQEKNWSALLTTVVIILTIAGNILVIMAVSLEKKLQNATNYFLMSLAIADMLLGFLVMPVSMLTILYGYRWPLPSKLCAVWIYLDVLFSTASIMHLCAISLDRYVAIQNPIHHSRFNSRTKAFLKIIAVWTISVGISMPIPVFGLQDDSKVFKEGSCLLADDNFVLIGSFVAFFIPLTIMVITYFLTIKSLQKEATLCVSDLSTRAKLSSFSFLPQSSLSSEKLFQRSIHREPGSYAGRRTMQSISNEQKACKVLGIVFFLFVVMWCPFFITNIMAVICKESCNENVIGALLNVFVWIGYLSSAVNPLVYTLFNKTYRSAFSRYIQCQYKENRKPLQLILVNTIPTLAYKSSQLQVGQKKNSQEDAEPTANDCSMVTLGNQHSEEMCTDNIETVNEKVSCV
Granule exo inh = lytic granule exocytosis inhibition; AID 651702; TALL-104 LAMP-1 surface exposure, flow cytometry; cells stimulated with thapsigargin and PMA; inhibition, % at 10 µM; 360,000 tested, 0.66% active;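 active = inhibition above about 55%, limit read from the data; inconclusive = no clear call, values can overlap the other calls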
iPSC survival up = increases survival of single human iPS cells | 360,000 tested, 0.044% active | hiPSC single-cell survival, ATPlite luminescence; 100% = ROCK inhibitor wells, 0% = DMSO | survival enhancement, % at 20 µM | AID 602274; in the data active = survival enhancement above about 18%;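 also: cells exposed to compounds for 16 hours before the ATP read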
H9c2 protect = protects H9c2 cardiomyocytes from peroxide injury; AID 588492; protection from H2O2 cell death, % at 20 µM; 360,000 tested, 0.63% active; H2O2 injury protection, ATPLite, 2 h;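 active = compounds giving at least 50% protection of heart cells from peroxide-induced death in the single-dose screen, raw or plate-pattern-corrected value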;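 also: 0% = DMSO wells with peroxide and 100% = DMSO wells without peroxide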
* marks the source's active call; other numbers are inactive results; ? = inconclusive; / = no result given. Hits appear at their usual frequency; overall some 3.1% were active at least once.

smiles	Vif imaging	CaV13 ICDI inh	PDI inh	aDG glyco act	Glyco luc inh	ABCB6 inh MLPCN	m5-HT2A agonist	Granule exo inh	iPSC survival up	H9c2 protect
COc1ccccc1CCC(=O)Nc1nccs1	9	-20	-3	-0.1	0	101	13	-1	0.0	8
COc1ccc2[nH]c(=O)c(C(c3nnnn3C3CCCCC3)N3CCN(C)CC3)cc2c1 (stereo not given)	-12	-6	1	0.1	0	93	-2	12	1.9	7
O=C(/C=C/c1ccc(F)cc1)NCc1cccs1	5	-5	-4	-0.1	2	92	-2	-1	-1.8	9
O=C(NCCCN1CCOCC1)C(c1ccccc1)c1ccccc1	5	-6	3	-0.1	0	94	-1	-12	1.6	6
Cc1cc(-c2ccccc2)oc(=O)c1NC(=O)c1ccccc1	-3	-1	0	0.1	2	94	4	-2	-0.7	8
COc1cccc(NS(=O)(=O)c2cc3[nH]c(=O)c(=O)[nH]c3cc2C)c1	-9	-7	-5	0.0	-1	101	-2	-3	-0.1	3
CCOC(=O)c1cn2ccc(C)cc2n1	3	-1	8	20*	2	99	-2	-2	-1.7	-2
CN(C)Cc1ccccc1CCc1ccccc1	-4	-3	-5	0.0	-3	103	-10	-6	-0.2	2

(continued)
smiles	Vif imaging	CaV13 ICDI inh	PDI inh	aDG glyco act	Glyco luc inh	ABCB6 inh MLPCN	m5-HT2A agonist	Granule exo inh	iPSC survival up	H9c2 protect
CCC(C)NC(=O)CN1c2cccc3cccc(c23)S1(=O)=O (stereo not given)	3	-2	1	-0.2	0	94	-5	-10	-0.1	4
Cc1ccc2c(c1)/C(=C/c1ccccc1)C(=O)N2	-8	-4	0	0.1	9	94	2	25	-0.8	-6
CCOC(=O)c1nccnc1C(=O)Nc1cccc(C(F)(F)F)c1	-3	11	4	-0.1	2	90	4	-3	-0.6	3
CCN(CC(=O)Nc1c(F)cccc1F)C(=O)Cn1[nH]c(=O)c2ccccc2c1=O	5	-3	0	-0.2	-1	88	7	-2	-1.4	84*
c1ccc(C2CC(c3cccs3)Nc3nnnn32)cc1 (stereo not given)	0	-6	-8	0.7	1	91	2	3	1.3	3
CCOC(=O)N1CCN(C(=O)COC(=O)CNC(=O)c2ccc(Cl)cc2Cl)CC1	-9	-4	-3	-0.2	2	100	-4	1	0.3	4
COC(=O)[C@]1(Cc2ccccc2)N[C@H](CN(C)C(=O)c2ccc(F)cc2)[C@@H]2C(=O)N(C)C(=O)[C@@H]21	-6	-5	6	0.0	2	96	3	-3	-2.2	-8
O=C(NC1CC1)c1cc2ccccc2o1	/	/	1	-0.1	-2	98	7	-3	0.4	5

(further entries)
smiles	Vif imaging	CaV13 ICDI inh	PDI inh	aDG glyco act	Glyco luc inh	ABCB6 inh MLPCN	m5-HT2A agonist	Granule exo inh	iPSC survival up	H9c2 protect
CCCc1cc(=O)[nH]c(SCC(=O)N(CCOC)c2c(N)n(Cc3ccccc3)c(=O)[nH]c2=O)n1	9	-15	9	-0.1	0	95	3	-2	-0.2	-5
Clc1ccc2nc(-c3ccc(Cl)nc3)[nH]c2c1	-2	-10	4	0.3	4	97	-6	10	-0.5	-10
O=C(c1c[nH]c(C(=O)C(Cl)(Cl)Cl)c1)c1ccccc1F	-12	-4	14	-0.1	1	95	8	-11	-0.7	-2
COc1cccc(Cn2cnc3c(N)c(C)c(C)cc32)c1	0	-5	-3	0.2	0	102	2	0	-1.3	-7
Cc1ccc(S(=O)(=O)N2CCN(c3ccc(C(F)(F)F)cc3[N+](=O)[O-])CC2)cc1	-20	-2	6	0.8	-7	95	0	-1	-0.7	-13
COc1cc(OC)c(OC)cc1CN(C)C(c1ccccc1)c1nnnn1-c1ccccc1C (stereo not given)	-3	/	1	-0.1	1	104	-1	-1	2.9	3
CCOC(=O)C1(c2nc(N)cs2)COC(=O)C1 (stereo not given)	4	-5	-8	-0.1	2	99	-1	-3	1.6	0
COc1cccc(/C=C/C(=O)NNC(=O)CCN2CCN(Cc3ccccc3)CC2)c1	0	-2	3	-0.1	3	93	-1	0	-0.5	1

(more compounds)
smiles	Vif imaging	CaV13 ICDI inh	PDI inh	aDG glyco act	Glyco luc inh	ABCB6 inh MLPCN	m5-HT2A agonist	Granule exo inh	iPSC survival up	H9c2 protect
CC(C)c1ccccc1-n1c(SCc2cc(=O)oc3ccc4ccccc4c23)nnc1-c1cccnc1	1	-12	-2	2.3	0	94	1	-2	1.2	16
O=[N+]([O-])c1ccccc1Nc1c2ccccc2nc2ccccc12	-16	4	-49	-0.2	-3	94	-5	0	-0.6	-17
Cn1c2nc3ccccc3c-2nc2ccccc21	-4	-7	-4	-0.2	13	97	0	0	-1.2	2
O=C1[C@H]2[C@@H](c3ccc(Cl)cc3)N3C(=O)N(c4cccc(F)c4)C(=O)[C@@]3(Cc3ccc(Cl)cc3)[C@H]2C(=O)N1C1CCCCC1	/	/	5	1.5	3	100	1	12	-2.2	-3
O=C(CNS(=O)(=O)c1cccc(Cl)c1)OCc1csc(-c2ccccc2)n1	-9	-4	1	-0.2	1	97	2	2	-1.0	-2
CN(C)C(CNc1nnnn1-c1ccccc1)c1ccco1 (stereo not given)	2	-6	-2	0.3	0	92	0	5	-2.0	5
CN(CCc1cnn(C)c1)Cc1cn(C)nc1-c1ccccc1F	9	-19	-1	-0.3	0	103	5	6	-0.1	12
O=[N+]([O-])c1cc2no[n+]([O-])c2cc1N1CCCCC1	10	-7	-5	-0.5	1	119	-7	7	-2.4	-14

The list goes on:
smiles	Vif imaging	CaV13 ICDI inh	PDI inh	aDG glyco act	Glyco luc inh	ABCB6 inh MLPCN	m5-HT2A agonist	Granule exo inh	iPSC survival up	H9c2 protect
Cc1ccc(OCC(=O)Nc2ccon2)c([N+](=O)[O-])c1	/	/	-1	-0.2	-5	94	2	-2	0.2	-5
COc1cccc(C(C)(O)c2nc(-c3ccccc3C)cs2)c1 (stereo not given)	-17	-10	7	0.6	0	95	-3	-2	4.4	-6
CCc1cc2c(=O)c(-c3cnn(-c4ccccc4)c3)coc2c(CN2CCOCC2)c1O	2	-4	1	-0.5	-2	91	-2	8	-1.2	23
O=C(NC1CCN(Cc2ccccc2)C1)c1cc(S(=O)(=O)N2CCOCC2)ccc1Cl (stereo not given)	4	-4	1	0.0	-4	108	-12	-3	0.0	-2
COc1ccc(C2C(C(=O)NCc3ccco3)CCC(=O)N2c2ccc(OC)cc2)cc1 (stereo not given)	/	-6	11	0.1	1	104	0	-4	-0.1	2
c1ccc(CNc2nc(NCc3cccs3)nc3ccsc23)cc1	-23	-15	3	3.4	2	95	-3	12	0.0	-19
O=C(N/N=C/c1ccc2c(c1)OCO2)C(O)c1ccccc1 (stereo not given)	-8	-15	-10	-0.2	2	100	-5	6	0.8	3
Cc1cccc(NC(=S)NC(=O)/C=C/c2ccco2)c1	12	-6	7	-0.4	22	124	-4	-2	-1.1	-1

Continued:
smiles	Vif imaging	CaV13 ICDI inh	PDI inh	aDG glyco act	Glyco luc inh	ABCB6 inh MLPCN	m5-HT2A agonist	Granule exo inh	iPSC survival up	H9c2 protect
Cc1ccc(-c2cccc(C(=O)NCc3ccccc3)n2)c2ccccc12	-2	-11	-2	0.3	0	95	-3	-5	-0.3	-5
COc1cccc(-c2nc(CS(=O)(=O)CC(=O)NCCc3ccc(OC)c(OC)c3)c(C)o2)c1	7	-2	-8	0.2	0	99	-5	16	-0.4	-1
CC(CCc1ccccc1)NCC(O)c1cccc([N+](=O)[O-])c1 (stereo not given)	-9	6	1	0.0	2	96	11	-2	-0.1	11
N#CCCN1CCN(CCC#N)c2ccccc21	1	-16	-4	0.1	1	95	1	-13	-2.2	7
O=C(O)C(Cc1ccc(Cl)cc1)Sc1nc2ccccc2[nH]1 (stereo not given)	-6	-18	0	-0.1	3	100	2	22	-0.7	9
N#Cc1ccc[n+](CC(=O)c2ccc(Cl)cc2)c1	-2	-22	-2	-0.1	1	102	5	8	-0.1	2
Cn1c2c(c(=O)n(C)c1=O)C(CC(=O)Nc1ccccc1F)C(=O)N2 (stereo not given)	0	-5	-5	0.0	2	101	7	11	0.2	-1
CCN(CC)c1ccc(NC2=C(Cl)C(=O)c3ccccc3C2=O)cc1	10	/	-6	-1.3	-17	92	6	67*	-3.1	-30

Continued:
smiles	Vif imaging	CaV13 ICDI inh	PDI inh	aDG glyco act	Glyco luc inh	ABCB6 inh MLPCN	m5-HT2A agonist	Granule exo inh	iPSC survival up	H9c2 protect
O=C(CCc1nc(-c2ccccc2F)no1)NCCN1CCc2ccccc2C1	/	/	3	0.2	3	96	-3	-1	1.0	1
CCOc1ccc(/C=C/C(=O)c2ccc(-c3ccccc3)cc2)cc1	-2	-5	-17	0.5	0	76	5	-2	-1.9	-10
Cc1nc(-c2cccs2)sc1C(=O)O	3	-6	-6	0.0	1	91	1	-7	0.0	5
O=C(NCCO)c1cccc(Cl)c1	5	-4	-4	-0.1	2	96	1	-1	-1.4	-3
O=C(COC(=O)c1ccc2ncsc2c1)Nc1ncc(Cl)cc1Cl	2	-5	5	0.5	3	98	0	4	1.8	-3
C[C@@H]1CN([C@H](C)CO)C(=O)CCCn2nncc2CO[C@H]1CN(C)CC1CC1	?	-8	/	0.2	0	103	3	-4	-0.2	6
COc1ccc(S(=O)(=O)NC(=O)C2(C)CCN2C(=O)c2ccc(C(F)(F)F)nc2C)cc1 (stereo not given)	-2	-10	-2	1.9	1	89	3	-5	-1.0	0
CC(C)C(NC(=O)CN(c1cccc(F)c1)S(C)(=O)=O)C(C)C	/	-5	-2	0.0	0	92	4	-1	-0.7	-4

(continued)
smiles	Vif imaging	CaV13 ICDI inh	PDI inh	aDG glyco act	Glyco luc inh	ABCB6 inh MLPCN	m5-HT2A agonist	Granule exo inh	iPSC survival up	H9c2 protect
Fc1cccc(Cl)c1Cc1noc(/C=C/c2ccccc2)n1	-2	-7	4	-0.4	0	94	-2	-2	-1.4	-10
CCCCC(Nc1ncnc2ccccc12)C(=O)O (stereo not given)	14	-8	5	0.0	0	97	7	2	-1.6	6
CCN(CC1CCCN(CCc2cccc(OC)c2)C1)C(=O)c1ccoc1 (stereo not given)	3	-3	-8	0.5	1	96	-5	2	-0.5	1
CN1Cc2c(N3CCOCC3)nc(SCc3ccccc3)c(C#N)c2CC1(C)C	0	-3	17	0.0	4	98	-3	-3	4.0	3
